# Screening results (PubChem)
# NR2E3 ag-1 – NR2E3 (human) agonism; Q9Y5X4; hit rate 0.12% among 320,000; GST-NR2E3/biotin-RetCOR TR-FRET, 1536-well; AID 2300; inhibition of corepressor binding, % at 4.78 µM;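 active = percent inhibition above the cutoff of mean plus 3 SD of all tested compounds, set per screening campaign, cut at about 20% in these data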;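 also: 0% = DMSO wells and 100% = biotin wells as full block of FRET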
# Target sequence (Q9Y5X4 whole entry, looked up): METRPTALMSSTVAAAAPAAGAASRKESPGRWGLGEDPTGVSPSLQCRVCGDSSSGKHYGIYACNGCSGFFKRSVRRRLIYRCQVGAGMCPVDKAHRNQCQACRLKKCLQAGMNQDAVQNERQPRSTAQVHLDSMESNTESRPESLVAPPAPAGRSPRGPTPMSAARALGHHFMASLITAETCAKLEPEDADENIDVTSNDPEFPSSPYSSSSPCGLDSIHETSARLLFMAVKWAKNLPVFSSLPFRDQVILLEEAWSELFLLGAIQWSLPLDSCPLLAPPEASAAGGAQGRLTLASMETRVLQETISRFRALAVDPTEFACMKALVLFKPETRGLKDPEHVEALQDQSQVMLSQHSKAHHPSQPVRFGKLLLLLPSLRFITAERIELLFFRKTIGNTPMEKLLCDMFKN
#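 Material: NR2E3–RetCOR corepressor complex / Amount: 1.35 nM GST-NR2E3 / Medium: Tris pH 7.5 / Compound: single nominal compound dose of 4.8 µM / Incubation: 5 h at 4 °C / Technique: TR-FRET, Eu(K)-anti-GST donor, streptavidin-D2 acceptor, ex 340, em 617/671 nm / Read-out basis: percent loss of FRET ratio relative to control wells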
# Shn3 3UTR inh – Schnurri-3 reporter inhibition in Clone20 osteoblasts; AID 588674; Clone20 osteoblast Shn3 3'UTR firefly luciferase, 24 h; inhibition, % at 12.5 µM; hit rate 0.52% among 360,000;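 active = mean inhibition of at least 75% with every replicate also reaching 75%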;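 also: 0% = median of neutral control wells and 100% = pilot-screen positive control compound; some compounds past the cut are filed as inactive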
# TRPM1 prom inh – MITF TRPM1 promoter inhibition in SK-MEL-5 cells. SK-MEL-5 TRPM1 promoter luciferase, 24 h. inhibition, % at 12.5 µM. hit rate 0.83% among 330,000. AID 488899;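 active = mean inhibition across replicates of 60% or more, whatever share of single replicates reaches that level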; also: values of inactives mirror those of a sister screen read the other way
# CF NFkB inh – inhibitors of cystic fibrosis induced NF-kB; KKLEB NF-kB-GFP reporter, PAF-induced, GFP fluorescence overnight; inhibition, % at 5 µM; hit rate 0.86% among 360,000;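 active = at least 50% inhibition at 5 µM, scaled per plate between neutral and stimulator controls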;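 also: PAF is a Pseudomonas aeruginosa culture filtrate used as stimulus; plate controls were PAF-stimulated DMSO wells for no effect and unstimulated DMSO wells for full effect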
# HIF-2a block – inhibitors of HIF-2a. 786-0 RCC cells HIF-2a reporter, luciferase luminescence, overnight. inhibition, % at 18.8 µM. hit rate 0.72% among 360,000. AID 624352;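 active = inhibition of the luminescence signal of 40% or more relative to plate controls, in a single-dose primary screen at 18.75 µM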
# C8 TRAIL sens – sensitizes caspase-8 expressing cells to TRAIL. NB7+C8 cells + TRAIL, ATPlite viability luminescence. inhibition (viability loss, TRAIL sensitization), % at 10 µM. hit rate 1% among 360,000;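 active = compounds causing at least 50% loss of cell viability in the single-dose screen, relative to plate controls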
# KKLEB tox – counter-screen for CF NF-kB inhibitors: cytotoxicity | KKLEB CF airway cells viability, ATPlite luminescence, overnight; hits give low values; cells stimulated with P. aeruginosa culture filtrate | activity change (cytotoxicity), % at 5 µM | hit rate 0.36% among 360,000;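 active = corrected activity change at or below -50% at 5 µM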
# Peg3 promoter – reduces Peg3 promoter-driven luciferase expression in HeLa; HeLa PEG-Prom luciferase reporter, luminescence, overnight; inhibition, % at 20 µM; hit rate 1.7% among 360,000;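 active = inhibition of at least 50% at 20 µM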
# LMP1 NFkB inh – reduces LMP1-driven NF-kappaB luciferase signal | LMP1-induced NF-kappaB luciferase reporter cells, luminescence | inhibition, % at 12.5 µM | hit rate 0.69% among 350,000 | AID 504558; in the data active = inhibition above about 41%;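 also: 0% = neutral control wells and 100% = reference inhibitor control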
# NR2E3 ag-2 – human photoreceptor-specific nuclear receptor agonism; Q9Y5X4; CHO-S Gal4-NCOR/VP16-NR2E3 two-hybrid, luciferase; inhibition of corepressor binding, % at 3.98 µM; AID 602229; hit rate 0.35% among 360,000;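 active = inhibition above the mean of all tested compounds plus 3 SD, cut at about 70% in these data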;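 also: 0% = DMSO with NR2E3 transfected cells and 100% = cells lacking NR2E3 construct; higher means lower luciferase signal from less NR2E3 corepressor binding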
# hiPSC survival – enhancers of human iPSC single-cell survival; survival enhancement, % at 20 µM; AID 602274; hit rate 0.044% among 360,000; hiPSC single-cell survival, ATPlite luminescence; 100% = ROCK inhibitor wells, 0% = DMSO; in the data active = survival enhancement above about 18%;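 also: cells exposed to compounds for 16 hours before the ATP read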
# Starred values were filed as active, the others as inactive; . = no result given. Only part of the results is shown; count on the stated rates, not on these rows.
nr	SMILES	NR2E3 ag-1	Shn3 3UTR inh	TRPM1 prom inh	CF NFkB inh	HIF-2a block	C8 TRAIL sens
1	C#CCOCCOCCOCCNc1nc(N2CCN(C(=O)[C@H](CCCCN)n3cc([C@@H](N)CO)nn3)CC2)nc(N2CCN(C(=O)[C@H](Cc3ccc(O)cc3)n3cc([C@@H](N)CC(C)C)nn3)CC2)n1	0	-5	5	-11	4	7
2	CCOc1cccc(C(=O)NC(=S)Nc2ccc(N3CCN(CC)CC3)cc2)c1	-1	9	-5	7	-73	13
3	CC1(C)CC(=O)C=C(c2ccc(Oc3ccccc3)cc2)C1	1	-106	-67	21	-258	-4
4	O=C(C[C@H]1C[C@H](C(=O)N2CCCCC2)[C@@]2(CCc3ccccc3)c3[nH]c4ccc(Cl)cc4c3CCN2C1=O)NCCCn1ccnc1	.	-15	24	-1	76*	19
5	O=c1[nH]cnc(O)c1C(c1cccc([N+](=O)[O-])c1)c1c(O)nc[nH]c1=O	3	.	-14	-16	8	-13
6	CSC1SCC2C(=O)N(C)C(C(C)C)C(=O)OCC(NC(=O)c3cnc4ccccc4n3)C(=O)NC(C)C(=O)N(C)C1C(=O)N(C)C(C(C)C)C(=O)OCC(NC(=O)c1cnc3ccccc3n1)C(=O)NC(C)C(=O)N2C (stereo not given)	.	94*	46	96*	63*	29
7	COc1ccc(CCC(=O)NNC(=S)NCc2ccc(F)cc2)cc1	4	4	12	6	20	0
8	COc1ccc(NC2=Nc3ccccc3N[C@@]23C[C@H]2CCCC(=O)N4CC[C@@H](C3)[C@@H]24)cc1	.	8	16	2	-75	-7

nr	KKLEB tox	Peg3 promoter	LMP1 NFkB inh	NR2E3 ag-2	hiPSC survival
1	14	-2	4	-5	0.0
2	-8	-63	17	-20	4.8
3	-4	-316	-12	-20	-2.3
4	6	33	12	-28	1.0
5	1	6	-5	-4	-0.4
6	-37	99*	85*	103*	-1.3
7	-2	16	-8	12	0.1
8	9	-74	-3	-25	2.9

# Brought forward from above: 5 entries; new compounds follow.
nr	SMILES	NR2E3 ag-1	Shn3 3UTR inh	TRPM1 prom inh	CF NFkB inh	HIF-2a block	C8 TRAIL sens
4	O=C(C[C@H]1C[C@H](C(=O)N2CCCCC2)[C@@]2(CCc3ccccc3)c3[nH]c4ccc(Cl)cc4c3CCN2C1=O)NCCCn1ccnc1	.	-15	24	-1	76*	19
5	O=c1[nH]cnc(O)c1C(c1cccc([N+](=O)[O-])c1)c1c(O)nc[nH]c1=O	3	.	-14	-16	8	-13
6	CSC1SCC2C(=O)N(C)C(C(C)C)C(=O)OCC(NC(=O)c3cnc4ccccc4n3)C(=O)NC(C)C(=O)N(C)C1C(=O)N(C)C(C(C)C)C(=O)OCC(NC(=O)c1cnc3ccccc3n1)C(=O)NC(C)C(=O)N2C (stereo not given)	.	94*	46	96*	63*	29
7	COc1ccc(CCC(=O)NNC(=S)NCc2ccc(F)cc2)cc1	4	4	12	6	20	0
8	COc1ccc(NC2=Nc3ccccc3N[C@@]23C[C@H]2CCCC(=O)N4CC[C@@H](C3)[C@@H]24)cc1	.	8	16	2	-75	-7
9	Cc1ccc(N2CC(C(=O)OCC(=O)Nc3c(C)cccc3C)CC2=O)cc1 (stereo not given)	.	-2	.	-17	6	-8
10	COc1ccc(C(C)=O)cc1CSc1nnc(-c2ccncc2)o1	4	1	0	-38	-5	22
11	O=C(CCc1nnc(CCCCc2ccccc2)o1)N1CCCC(O)C1 (stereo not given)	-6	-8	-11	8	-31	-4
12	COC(=O)C1ON2OC(C(=O)OC)C(C(=O)OC)C2C1CC(C)=O (stereo not given)	-2	-10	-3	7	1	7
13	CCCNc1c(N)c(=O)c1=O	-3	-13	-13	-10	8	-2
14	Cc1ccc(-c2nnc(N)o2)cc1	-4	-41	-20	27	-49	6
15	CCCC1=[N+](CC(=O)c2ccc(C)cc2)CCn2cccc21	1	81	5	0	-19	-10
16	CCOC(=O)N1CCN(C(=O)/C(=C/c2cccc3ccccc23)NC(=O)c2ccc(OC)cc2)CC1	3	-25	-18	-14	-114	1

nr	KKLEB tox	Peg3 promoter	LMP1 NFkB inh	NR2E3 ag-2	hiPSC survival
4	6	33	12	-28	1.0
5	1	6	-5	-4	-0.4
6	-37	99*	85*	103*	-1.3
7	-2	16	-8	12	0.1
8	9	-74	-3	-25	2.9
9	3	-8	10	-34	2.7
10	11	7	-33	17	0.8
11	-3	-4	-9	-13	-0.8
12	-8	15	-15	9	-0.9
13	0	-1	-1	-10	-0.6
14	-11	-32	-7	-26	3.5
15	5	-35	9	5	-0.3
16	14	-35	-10	6	0.9

# Next compounds
nr	SMILES	NR2E3 ag-1	Shn3 3UTR inh	TRPM1 prom inh	CF NFkB inh	HIF-2a block	C8 TRAIL sens
17	COC(=O)c1ccc(Oc2cc(C)nc(SC)n2)cc1	1	-10	0	34	-8	9
18	CC(C)(C)NC(=O)C(c1ccncc1)N(C(=O)Cn1nnc(-c2ccc(F)cc2)n1)c1ccc(F)cc1 (stereo not given)	0	-16	-7	-15	11	-8
19	CCC(NS(=O)(=O)c1ccc(OC)cc1)C(=O)O (stereo not given)	0	2	0	0	9	8
20	CCOc1ccc(-c2c(C(=O)N/N=C(\C)c3ccncc3)nnn2-c2nonc2N)cc1	0	-3	4	-4	15	-35
21	NC1=NC(c2ccc(Cl)cc2)n2c(nc3ccccc32)N1 (stereo not given)	4	3	3	-1	11	20
22	COc1ccc(-n2nnc3c(SCc4ccccc4)ncnc32)cc1	0	-24	-20	-8	-82	-1
23	Cc1no[n+]([O-])c1COc1ccc(/C=N/n2nnnc2N)cc1	-5	-21	-1	-20	-13	-6
24	COc1ccc(NS(=O)(=O)c2cc(NC(=O)c3ccccc3)ccc2N2CCOCC2)cc1	.	5	.	18	23	26

nr	KKLEB tox	Peg3 promoter	LMP1 NFkB inh	NR2E3 ag-2	hiPSC survival
17	-24	-10	-12	-62	-1.0
18	29	24	-13	4	-1.3
19	7	6	5	18	-1.4
20	-16	-12	-6	-2	-0.4
21	0	11	-3	-20	-1.1
22	5	-62	-19	-28	0.5
23	10	-28	-1	5	3.1
24	-9	37	-15	-30	-0.3

# The listing continues:
nr	SMILES	NR2E3 ag-1	Shn3 3UTR inh	TRPM1 prom inh	CF NFkB inh	HIF-2a block	C8 TRAIL sens
25	COc1ccc(CN2CCN(C3CCC3)CC2CCO)cc1C (stereo not given)	3	1	2	3	20	-4
26	CCOc1ccc2nc(SCC(=O)N(C)C3CCS(=O)(=O)C3)[nH]c2c1 (stereo not given)	-3	-15	16	-5	0	8
27	O=C(NCc1ccco1)/C(=C\c1ccccc1)NC(=O)c1ccccc1	7	-6	-16	9	0	-29
28	COc1ccc2oc(=O)c(-c3nc4ccccc4o3)cc2c1	-1	-93	-40	-13	-230	-9
29	Cc1ccc(NS(=O)(=O)c2cc([N+](=O)[O-])ccc2NNC(=S)Nc2cccc(Cl)c2)c(C)c1	1	20	7	28	-11	0
30	Cc1ccc(OCc2cc(C(=O)N3CCC(C(O)C(C)C)CC3)no2)cc1C (stereo not given)	4	-12	-63	-3	-139	-2
31	COc1ccc(CCNC(=S)NC2CCN(Cc3ccccc3)CC2)cc1OC	2	8	3	15	14	2
32	COc1ccc(CNCCS(=O)(=O)NCc2ccccc2)cc1	.	-13	6	-18	6	-4

nr	KKLEB tox	Peg3 promoter	LMP1 NFkB inh	NR2E3 ag-2	hiPSC survival
25	-22	9	-5	-15	-0.6
26	0	-11	-4	-5	0.8
27	5	4	-6	-29	1.0
28	2	-227	-15	-104	-1.6
29	6	41	6	-41	0.8
30	-4	-120	-7	-39	-0.4
31	5	3	2	-29	-0.3
32	8	-7	6	-30	-0.3

# (further entries)
nr	SMILES	NR2E3 ag-1	Shn3 3UTR inh	TRPM1 prom inh	CF NFkB inh	HIF-2a block	C8 TRAIL sens
33	O=C(Cn1c(-c2ccccn2)nc2ccccc21)NCCN1CCOCC1	1	-13	-8	15	-7	-4
34	CC(C)(C)c1ccc(C(=O)Nc2ccc(CC(=O)O)cc2)o1	0	69	73*	11	83*	18
35	Cc1c(NC(=O)CN2CCN(c3ccc(F)cc3)CC2)c(=O)n(-c2ccccc2)n1C	-1	-10	8	-1	22	-13
36	COc1ccccc1CN1CC(C(=O)NCc2cc(C(C)C)no2)CCC1=O (stereo not given)	0	7	7	0	-14	7
37	CN(C)CC(C)(C)CNC(=O)CC1C(=O)NCCN1Cc1ccc(-c2ccccc2)cc1 (stereo not given)	1	-27	-14	14	14	2
38	CN(C)S(=O)(=O)c1cccc(NC(=O)C2CCN(S(=O)(=O)c3cccs3)CC2)c1	.	11	18	42	6	8
39	Cc1ccc2c(c1)c1cccc3c1n2CCN3CCC(N)=O	-4	-43	-69	-2	-234	0
40	Cc1noc(C)c1COc1cccc(C(=O)N2CCc3ccccc32)c1	5	-29	28	-38	-5	-1

nr	KKLEB tox	Peg3 promoter	LMP1 NFkB inh	NR2E3 ag-2	hiPSC survival
33	-6	0	3	14	-0.7
34	-2	41	72*	51	-2.2
35	0	0	2	6	-1.1
36	24	0	1	-22	1.0
37	-14	-11	-6	-16	-0.8
38	-14	26	3	9	1.6
39	8	-197	-43	-35	2.9
40	-5	8	5	0	-0.3

# The listing continues:
nr	SMILES	NR2E3 ag-1	Shn3 3UTR inh	TRPM1 prom inh	CF NFkB inh	HIF-2a block	C8 TRAIL sens
41	Cc1ccc([C@@H]2CC(=O)[C@@H]3CN(S(=O)(=O)c4ccccc4C)[C@H](c4ccc(Cl)cc4)C[C@@H]3N2S(=O)(=O)c2ccc(C)cc2)cc1	.	91*	.	34	-19	22
42	Cc1nc2sc(C(c3ccco3)N3CCc4ccccc4C3)c(O)n2n1 (stereo not given)	2	3	8	2	-10	3
43	CCOC(=O)c1[nH]c(C)c(C(=O)OCCOc2cccc(C)c2)c1C	-5	8	-21	22	-57	2
44	Cc1ccc(S(=O)(=O)NC(=O)Nc2ncc3c(n2)CC(c2ccco2)CC3=O)cc1 (stereo not given)	0	-8	4	4	18	-6
45	O=C1/C(=C/c2ccccc2O)SC(=S)N1Cc1cccnc1	6	-46	27	51*	7	-38
46	CN(Cc1cccc(C(F)(F)F)c1)C(=O)[C@H]1O[C@@H](n2ccc(N)nc2=O)[C@H](O)[C@@H]1O	.	-2	.	4	2	-20
47	Cc1cccc(NC(=O)Nc2cnccn2)c1C	3	-3	12	41	-28	8
48	O=C(OCC(=O)N1CCCC1)c1cccc(Br)c1	1	-24	-26	-12	-71	7
49	O=C(CNS(=O)(=O)c1ccc(Cl)c(C(F)(F)F)c1)NC1CCCCCC1	-3	-19	3	-18	7	-13

nr	KKLEB tox	Peg3 promoter	LMP1 NFkB inh	NR2E3 ag-2	hiPSC survival
41	6	11	-12	-28	-1.3
42	5	14	1	2	2.6
43	-9	-26	2	-31	-2.6
44	4	15	2	-17	1.8
45	0	108*	24	3	-2.1
46	7	-16	.	-3	-0.6
47	-8	10	10	-10	-0.2
48	11	-78	-1	-8	0.5
49	6	17	-5	-6	0.9
